PP5 inh: inhibitors of human protein phosphatase 5 (PP5). inhibition, % at 6.7 µM. purified PP5c, OMFP substrate fluorescence. P53041. 0.18% of 320,000 active;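 active = inhibition above the campaign's mean inhibition across all tested compounds plus 3 SD, cut at about 9.5% in these data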;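 note: 0% = DMSO only and 100% = 100 µM cantharidin control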
Target sequence (P53041 whole entry, looked up): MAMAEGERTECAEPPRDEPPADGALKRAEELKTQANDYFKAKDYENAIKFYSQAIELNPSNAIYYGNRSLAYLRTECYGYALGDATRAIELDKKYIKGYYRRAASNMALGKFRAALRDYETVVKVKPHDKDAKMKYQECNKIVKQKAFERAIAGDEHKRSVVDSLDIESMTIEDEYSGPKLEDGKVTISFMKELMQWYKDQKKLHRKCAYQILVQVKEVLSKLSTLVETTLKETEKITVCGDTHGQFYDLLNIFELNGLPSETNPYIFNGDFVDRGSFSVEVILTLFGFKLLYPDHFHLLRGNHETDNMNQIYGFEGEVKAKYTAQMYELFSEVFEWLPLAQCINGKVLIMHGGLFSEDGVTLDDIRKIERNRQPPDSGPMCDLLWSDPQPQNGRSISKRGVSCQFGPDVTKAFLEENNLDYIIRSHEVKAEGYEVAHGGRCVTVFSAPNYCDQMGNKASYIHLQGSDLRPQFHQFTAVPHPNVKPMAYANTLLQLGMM
ZTA DNA inh: counter-screen for EBNA-1 inhibitors: inhibitors of Epstein-Barr virus ZTA | inhibition, % at 11 µM | 0.15% of 320,000 active | ZTA-DNA binding, fluorescence polarization; in the data active = inhibition above about 33%
Target sequence (P03206 whole entry, looked up): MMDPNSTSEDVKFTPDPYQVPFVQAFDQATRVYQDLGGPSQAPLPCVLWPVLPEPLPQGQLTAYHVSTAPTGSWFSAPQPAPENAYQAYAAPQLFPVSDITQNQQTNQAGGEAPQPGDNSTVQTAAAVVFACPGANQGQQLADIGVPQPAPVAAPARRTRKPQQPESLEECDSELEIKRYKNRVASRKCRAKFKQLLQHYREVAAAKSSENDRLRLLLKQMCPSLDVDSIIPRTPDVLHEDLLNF
Yeast superoxide: yeast age-related superoxide inhibition as caloric restriction mimetic | S. cerevisiae aged cells, superoxide DHE fluorescence; stronger effect = lower value | superoxide response (% of plate mean), % at 10 µM | 0.18% of 330,000 active | AID 2690;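 active = superoxide response under a set limit, about three screen SD below normal, cut at about 65% in these data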;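 note: yeast aged for seven days with compound at 30 °C before DHE staining; 100% = average MFI of all compound-treated wells on the plate with controls excluded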
GASC-1 inh: inhibitors of human GASC-1 (JMJD2C) demethylase; Q9H3R0; GST-JMJD2C(1-420) H3K9me3 demethylation, DELFIA europium; inhibition, % at 2.35 µM; 0.069% of 330,000 active; AID 2099;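 active = more than half of a compound's replicate wells show inhibition beyond 50%, single wells judged on their own value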;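 note: signal counts dimethyl H3K9 product captured on neutravidin plate; 0% = median of DMSO wells and 100% = 0.3 times that DMSO median; strong numbers were not always called active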
TPT1 inhibitor: blocks Candida albicans tRNA 2'-phosphotransferase. 0.81% of 300,000 active. AID 1962. inhibition, % at 5 µM. recombinant caTPT1, FP RNA substrate dephosphorylation;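 active = inhibition above the mean of all tested compounds plus 3 SD, set per screening campaign, cut at about 24% in these data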;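 note: plate controls were DMSO alone for no effect and ferristatin control at 100 nM for full effect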
EBNA-1 inhibitor: blocks EBNA-1 binding to DNA; EBNA-1 DNA binding, fluorescence polarization; inhibition, % at 14.8 µM; 0.34% of 300,000 active; AID 1950; in the data active = inhibition above about 28%
CTSL1 counter: counter-screen for PFM18AAP inhibitors: inhibitors of F. hepatica cathepsin L1. recombinant F. hepatica cathepsin L1, Z-Leu-Arg-MCA fluorescence. inhibition, % at 5.96 µM. 0.49% of 300,000 active;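 active = inhibition above the mean of all tested compounds plus 3 SD, set per screening campaign, cut at about 17% in these data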;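 note: 0% = plate median of test compound wells and 100% = 1 µM Z-Phe-Ala-diazomethylketone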
core dimer inh: blocks dimerization of HCV core protein | inhibition, % at 5 µM | TR-FRET GST/Flag-core106 dimerization, 1536-well | 0.33% of 300,000 active;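 active = inhibition above the mean of all tested compounds plus 3 SD, set per screening campaign, cut at about 45% in these data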
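Assay system: tagged HCV core106 pair (GST and Flag); medium: KF-containing HEPES buffer, pH 7.45, DTT, CHAPS, BSA; also added: Eu donor and XL665 acceptor anti-tag antibodies; dosing: 5 µM single dose; timing: compound-protein-antibody incubation 4 h at 22.5 °C; signal: TR-FRET 671 and 617 nm emission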
PP1 counter: counter-screen for PP5 inhibitors: inhibitors of human PP1-alpha. 0.9% of 320,000 active. inhibition, % at 6.7 µM. purified PP1alpha, OMFP fluorescence;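 active = inhibition above the mean inhibition of all tested compounds plus 3 SD, computed separately for each screening campaign, cut at about 15% in these data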
Target sequence (P62136 whole entry, looked up): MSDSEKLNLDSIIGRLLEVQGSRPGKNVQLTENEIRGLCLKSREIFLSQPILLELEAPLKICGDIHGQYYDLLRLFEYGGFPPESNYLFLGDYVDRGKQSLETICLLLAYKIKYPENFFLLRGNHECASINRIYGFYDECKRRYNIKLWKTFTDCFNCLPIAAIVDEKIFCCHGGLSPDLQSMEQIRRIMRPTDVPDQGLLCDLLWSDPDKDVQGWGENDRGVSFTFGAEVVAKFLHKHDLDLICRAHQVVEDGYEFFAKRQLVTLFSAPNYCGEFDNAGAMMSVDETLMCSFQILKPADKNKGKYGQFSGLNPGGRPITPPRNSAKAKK
Numbers without * were called inactive; i = inactive; . = no result given; & = joins results of further samples.

The first 5 records, ahead of the listing:
The line under a structure holds: PP5 inh	ZTA DNA inh	Yeast superoxide	GASC-1 inh	TPT1 inhibitor	EBNA-1 inhibitor	CTSL1 counter	core dimer inh	PP1 counter
> N#C/C(=C/N1CCOCC1)c1ccccc1
  2.9	3	112	-2	-2	-6	-1	-16	-5
> CC(C)c1[nH]nc2c1C(c1ccco1)C(C#N)=C(N)O2 (configuration not stated)
  -0.8	-1	108	9	-1	-11	-4	2	-5
> CCOCCCN(CC(=O)NC1CCCC1)C(=O)C(=O)Nc1ccc2c(c1)OCCO2
  -1.2	4	95	-20	2	-8	-3	-7	1
> CCOC(=O)N1CCN(C(=O)CCn2c(=S)[nH]c3ccccc3c2=O)CC1
  -1.2	2	82	5	-3	3	-1	-3	2
> CN(CC(=O)Nc1ccc(Cl)c(C(F)(F)F)c1)Cc1cc(=O)n2ccsc2n1
  0.7	12	92	-7	-3	8	2	0	2

The listing, previewed entries included:
The line under a structure holds: PP5 inh	ZTA DNA inh	Yeast superoxide	GASC-1 inh	TPT1 inhibitor	EBNA-1 inhibitor	CTSL1 counter	core dimer inh	PP1 counter
> N#C/C(=C/N1CCOCC1)c1ccccc1
  2.9	3	112	-2	-2	-6	-1	-16	-5
> CC(C)c1[nH]nc2c1C(c1ccco1)C(C#N)=C(N)O2 (configuration not stated)
  -0.8	-1	108	9	-1	-11	-4	2	-5
> CCOCCCN(CC(=O)NC1CCCC1)C(=O)C(=O)Nc1ccc2c(c1)OCCO2
  -1.2	4	95	-20	2	-8	-3	-7	1
> CCOC(=O)N1CCN(C(=O)CCn2c(=S)[nH]c3ccccc3c2=O)CC1
  -1.2	2	82	5	-3	3	-1	-3	2
> CN(CC(=O)Nc1ccc(Cl)c(C(F)(F)F)c1)Cc1cc(=O)n2ccsc2n1
  0.7	12	92	-7	-3	8	2	0	2
> COc1ccc(OC)c(-c2csc(NC(=O)CSc3ccc([N+](=O)[O-])cc3)n2)c1
  3.3	9	123	14	0	10	1	41	-3
> CC1Cc2ccccc2N1C(=O)COC(=O)/C=C/c1cccc(F)c1 (configuration not stated)
  3.2	5	88	-9	.	.	.	.	1
> CCCCNC(=S)NNC(=O)c1c(C)nc2ccccn12
  -0.2	7	86	2	-2	-2	0	-3	-2
> Cc1cc(C(=O)N2CCCc3ccccc32)ccc1[N+](=O)[O-]
  0.9	8	102	1	0	3	1	-2	1
> C#CCn1c(=NC(=O)c2ccc(Br)s2)sc2cc(NC(C)=O)ccc21
  0.6	8	100	i	-2	-3	0	-243	-2
> C1CCCN(CCCCN2CCCCCC2)CC1
  -0.8	1	99	-10	-5	3	-2	0	-1
> COc1ccc2[nH]c(=O)c(NC(N)=S)nc2c1
  -2.4	-6	94	7	-2	2	6	-13	2
> Cc1[nH]c(=O)[nH]c(=O)c1S(=O)(=O)N1CCCC(C(=O)NCc2ccc3c(c2)OCO3)C1 (configuration not stated)
  -1.1	6	89	-1	-6	13	1	-2	-3
> COC(=O)C1=C(N)Oc2cc(C)n(CC3CCCO3)c(=O)c2C1c1ccccc1 (configuration not stated)
  1.6	12	98	-4	3	-3	5	2	-5
> Cc1ccc(C)c(OCCC(=O)OC(C)C(=O)Nc2c(C)n(C)n(-c3ccccc3)c2=O)c1 (configuration not stated)
  -1.1	-7	81	-2	1	-7	0	0	-7
> O=C(NNc1cc(N2CCOCC2)nc(N2CCOCC2)n1)c1ccc(Cl)cc1Cl
  4.2	-4	85	-11	0	-3	3	-5	2
> CCOc1ccc(N(CC(=O)NCC2CCCO2)S(=O)(=O)c2ccc(Cl)cc2)cc1 (configuration not stated)
  -1.1	-8	94	25	-1	6	-3	0	1
> Cc1ccc(C)c(OCCC(=O)OCC(=O)NC(=O)NC2CCCC2)c1
  1.9	-21	98	4	-2	-4	-5	2	3
> CN(Cc1cccs1)C(=O)Cc1csc(-c2ccccc2)n1
  -1.5	10	113	-4	4	5	2	10	-1
> Oc1ccc(N=Nc2n[nH]c(-c3ccc(Cl)cc3)n2)cc1
  1.8	6	96	3	7	1	4	-14	-1
> CC(C)CC1NC(=S)N(Cc2ccccc2)C1=O (configuration not stated)
  2.2	-15	93	5	0	6	-8	6	-3
> Cc1nn(C)c(Cl)c1C(N)=O
  1.9	-14	104	1	-2	-1	3	-7	-3
> C/C(Cl)=C\Cn1c(Nc2ccccc2)nc2c1c(=O)n(C)c(=O)n2C
  0.6	16	101	-2	2	-2	2	7	0
> COc1ccc(S(=O)(=O)Nc2cc(OC)c(NC(=O)c3ccco3)cc2OC)cc1
  -0.3	4	95	7	-4	-6	1	1	4
> COc1ccc(Oc2ncnc3c2oc2ccc(Br)cc23)cc1
  3.5	-9	90	-4	0	-11	-1	5	-4
> COc1cc(CC(NC(C)=O)C(=O)NC2CCN(c3c(Cc4ccccc4)c(C)nc4ncnn34)CC2)cc(OC)c1 (configuration not stated)
  1.6	1	82	-27	3	-5	3	-9	-3
> COC(=O)c1cncc(C)c1
  2.0	-7	80	-25	-2	-6	-5	-13	2
> CCOC(=O)Cn1c(COc2ccccc2OC)[n+](C)c2ccccc21
  1.0	-4	85	4	-2	5	-2	0	-8
> O=C(CCn1c(=O)c2sccc2n(CC(=O)NCc2ccco2)c1=O)NCc1ccccc1
  1.3	5	105	-10&16	1	8	0	0	-4
> C#CCOC(=O)CCCNc1ccc([N+](=O)[O-])cc1[N+](=O)[O-]
  1.0	1	112	36	1	-2	6	48*	1
> CNCCOc1ccc(Cl)c(Cl)c1
  1.0	-5	98	57	-4	8	-1	-4	0
> O=C(O)/C=C/C(=O)N1CCN(C(c2ccccc2)c2ccccc2)CC1
  -0.2	-28	90	10	-1	-8	-3	-2	2
> COc1ccc(NS(=O)(=O)c2ccc(N3CCOCC3)c(N)c2)cc1
  -1.7	-6	107	-10	.	.	.	.	-1
> CCN1C(=O)/C(=C\N2CCN(C(=O)c3ccco3)CC2)SC1=S
  -0.7	14	101	35	5	-1	1	3	-7
> Cc1nn(-c2ccccc2)c(C)c1NC(=O)COc1ccc(C#N)cc1
  0.3	2	97	-2	-4	3	1	-4	-1
> CN(CC(=O)Nc1ccccc1C(F)(F)F)CC(=O)N1CCCCCC1
  2.8	3	124	6	.	.	.	.	0
> Nc1c(C(=O)O)cnc2nc(N3CCOCC3)nn12
  -0.8	-5	100	-1	0	4	-3	-3	-7
> COC(=O)c1ccc(Nc2ncnc3c2cnn3-c2cccc(C)c2)cc1
  0.3	9	105	-16	-1	-1	6	-1	-1
> CN(CCCC(=O)Nc1nccs1)S(=O)(=O)c1ccc(Cl)cc1
  0.9	9	100	10	1	-3	1	0	-1
> CC(C)=CC(=O)NCc1c(Cl)cccc1-n1cccc1
  3.8	-14	102	6	3	-4	-2	3	0
> O=C(Cc1cc(=O)[nH][nH]1)N/N=C/c1ccccc1Cl
  1.0	13	94	10	1	3	-3	1	3
> CCOc1ccc(NC(=O)CCCOc2cc(=O)n(C)c3ccccc23)cc1
  -0.3	0	108	-2	0	1	2	-4	1
> COCCC(=O)N1CCCC(C(=O)c2ccc(Oc3ccccc3)cc2)C1 (configuration not stated)
  1.2	3	101	-11	0	-6	-8	7	-4
> Cc1ccc(S(=O)(=O)n2nc(OC(=O)C(C)(C)C)cc2N)cc1
  0.7	12	103	0	-2	8	5	11	-4
> Cc1csc(NC(=O)C(C)N2C(=O)c3ccccc3S2(=O)=O)n1 (configuration not stated)
  -0.6	-15	87	-3	-1	5	-5	-7	1
> COc1ccc(N2CCN(C(=O)c3ccc(CS(=O)(=O)c4ccccc4C)o3)CC2)cc1
  0.3	2	91	-2	0	6	0	9	2
> COc1ccc(-c2ccnc3nc(N4CCN(c5ccccc5)CC4)nn23)cc1
  0.0	2	101	0	1	-4	2	9	-1
> CC(C)(C)C(=O)C(Oc1cccc2nonc12)n1cncn1 (configuration not stated)
  2.2	0	108	-1	4	-5	-3	-4	-3
> O=C(NCc1ccc2c(c1)OCO2)c1ccc(COc2cccc(Cl)c2)o1
  4.4	7	99	2	-1	4	22*	2	8
> CCC(CC)C(=O)c1c[nH]c(C(=O)NCc2cccs2)c1
  -4.7	3	101	7	5	4	-2	1	-5
> CCOC(=O)C1CCCN(CC(=O)Nc2c(F)c(F)c(F)c(F)c2F)C1 (configuration not stated)
  2.9	-25	91	7	-1	6	-2	-10	3
> COc1ccc(C2/C(=C(/O)c3ccccc3)C(=O)C(=O)N2c2ccccn2)c(OC)c1 (configuration not stated)
  0.5	-13	98	11	1	6	-4	-2	-1
> O=C(NC1CCCC1)C(NS(=O)(=O)c1ccc(Br)s1)c1ccccc1 (configuration not stated)
  -0.5	9	104	-2	-2	2	-3	2	-1
> COC(=O)C1(CC2CC(c3ccccc3)=NO2)CCN(C(=O)OC(C)(C)C)CC1 (configuration not stated)
  1.6	-20	117	4	-6	-4	4	-12	1
> O=C(CCC(=O)N1CCCCCC1)NCc1ccc(F)cc1
  -1.6	-11	97	1	1	4	-3	-11	1
> COc1cccc(CNc2ncc(C(=O)Nc3cc(OC)c(OC)c(OC)c3)c(C)n2)c1
  1.9	-2	105	3	4	-6	3	7	-3
> O=C(NC(c1ccccc1)c1ccccc1)c1ccc(Br)o1
  0.5	-12	94	-4	-2	17	0	-2	2
> COc1ccc(OC)c(NC(=O)CSc2nc3cccnc3n2C)c1
  -0.1	1	81	1	1	-3	0	0	-5
> CCOC(=O)c1[nH]c2ccc(OCC)cc2c1NC(=O)CN1CCCC(C)C1 (configuration not stated)
  3.8	9	98	2	1	-6	6	9	2
> COc1ccc(CCn2c(NN=C(C)C)nc3c2c(=O)[nH]c(=O)n3C)cc1
  2.2	3	92	2	-2	12	6	8	1

More records.
The line under a structure holds: PP5 inh	ZTA DNA inh	Yeast superoxide	GASC-1 inh	TPT1 inhibitor	EBNA-1 inhibitor	CTSL1 counter	core dimer inh	PP1 counter
> CC(C)[C@H](NC(=O)C1CC(=O)N(c2ccc3c(c2)OCO3)C1)C(=O)NC1CCCC1 (some centres not stated)
  1.2	0	82	15	-16	3	2	10	-3
> Cc1ccccc1-n1c(C)nnc1SCc1nc2ccccc2s1
  0.3	-3	90	-2	4	-1	-7	9	-1
> CCC(C)(O)c1[nH]c2ccc(C#N)cc2c1C (configuration not stated)
  0.1	12	100	-1	0	-5	1	-4	-1
> CCOC(=O)c1oc2ccc(S(=O)(=O)n3nc(-c4ccc(Cl)cc4)cc3N)cc2c1C
  -5.9	-12	105	11	-3	-4	-5	13	-6
> O=C(NCCN1CCOCC1)c1cnn2c(-c3ccccc3)cc(-c3ccccc3)nc12
  5.7	-3	109	10	0	-18	-4	6	3
> Cc1nc2ccc(S(=O)(=O)Nc3cccc(-c4nc5cccnc5s4)c3)cc2s1
  3.5	-3	102	7	-1	6	1	7	-3
> CN(CCO)c1cnccn1
  -6.1	-6	104	2	2	-2	-6	1	-3
> COc1ccccc1-c1cnn2c(N3CCOCC3)cc(C)nc12
  -0.1	-5	108	-19	3	3	0	0	-4
> COc1ccc(S(=O)(=O)N2CCN(C3Cc4ccccc4C3)CC2)cc1
  -0.7	4	95	3	-1	0	0	2	0
> O=C(Nc1nc2c(s1)CCCC2)Oc1ccccc1
  1.0	-2	108	15	-1	-7	28*	-10	3
> CCCn1c(SCC(=O)NNC(=O)c2ccc(OC)cc2)nnc1C(C)C
  1.0	6	86	8	-4	10	-19	-2	-1
> Cc1cc2nc(-c3cccnc3SCC(=O)NCc3ccco3)[nH]c2cc1C
  0.3	21	100	2	8	6	2	15	-1
> COC(=O)c1ccccc1NC(=O)N1CCN(c2ccccc2F)CC1
  1.1	-10	100	-13	-1	5	-1	10	-4
> Cc1cccc(OC(C)C(=O)N2CCc3ccccc3C2)c1 (configuration not stated)
  -2.2	-2	89	0	0	0	2	1	0

From PubChem BioAssay
